Screening data (PubChem BioAssay)
Cycloheximide cs: counter-screen hit for Shiga toxin inhibitors, cycloheximide; cell reporter, cycloheximide protein synthesis inhibition counterscreen; max response, %; actives 12% (n = 300,000); in the data active = max response mostly above about 13%, no sharp cut-off; inactive = mostly below about 14%; note: read at 38.3 µM for the half of the compounds with a filed dose; 0% is about no effect
Pf growth 96h: P. falciparum growth inhibition at 96 hours; P. falciparum luciferase reporter growth, 96 h; Potency, µM (highest dose often 28.7 µM), for inactives: at the highest dose activity change, negative = inhibition, actives largely listed as inhibitors; actives 6.9% (n = 320,000); note: potency is the fitted concentration of half-maximal effect; % is set by controls: 0 for no effect and ±100 for the full control effect
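Compounds incubated with erythrocytes infected by luciferase-expressing P. falciparum (2% hematocrit, 0.05% parasitemia final) for 96 hours, 37 C in 5% CO2. Growth inhibition scored as decreased luciferase luminescence.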
Shiga toxin inh: Shiga toxin inhibition; inhibition, % at 38.7 µM; actives 9.2% (n = 290,000); Vero cells, Shiga toxin protein synthesis inhibition reporter; in the data active = inhibition mostly above about 28%, no sharp cut-off; inactive = mostly below about 43%; note: 0% is about no effect
AMA1 RON2 block: AMA1-RON2 (P. falciparum) interaction inhibition; AlphaScreen AMA1-biotinylated RON2 peptide binding; Potency, µM (titrated, usually from 58.2 µM), without a hit: top-dose activity change, negative = inhibition, usual class: inhibitors; actives 0.2% (n = 360,000); AID 720542;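 note: potency is the fitted concentration of half-maximal effect; 0% = vehicle wells and -100% = peptide control; nearly all actives have a fitted effect of over 45% in size; some results filed as inactive show a strong effect at the top dose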
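AMA1 (3D7) with his tag at 25 nM final met compounds first, then biotinylated RON2 peptide at 25 nM; detection used donor plus acceptor beads, 10 µg/mL apiece, read by AlphaScreen after 30 min at room temperature.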
LmPK inh: LmPK (Leishmania mexicana) enzyme inhibition; Q27686; purified LmPK, Kinase-Glo ATP luminescence, 1 h; Potency, µM (series often up to 57.5 µM), for inactives: at the top dose activity change, negative = inhibition, usual class: inhibitors; actives 0.37% (n = 290,000); note: potency is the fitted concentration of half-maximal effect; % is set by controls: 0 for no effect and ±100 for the full control effect
Target sequence (Q27686 whole entry, looked up): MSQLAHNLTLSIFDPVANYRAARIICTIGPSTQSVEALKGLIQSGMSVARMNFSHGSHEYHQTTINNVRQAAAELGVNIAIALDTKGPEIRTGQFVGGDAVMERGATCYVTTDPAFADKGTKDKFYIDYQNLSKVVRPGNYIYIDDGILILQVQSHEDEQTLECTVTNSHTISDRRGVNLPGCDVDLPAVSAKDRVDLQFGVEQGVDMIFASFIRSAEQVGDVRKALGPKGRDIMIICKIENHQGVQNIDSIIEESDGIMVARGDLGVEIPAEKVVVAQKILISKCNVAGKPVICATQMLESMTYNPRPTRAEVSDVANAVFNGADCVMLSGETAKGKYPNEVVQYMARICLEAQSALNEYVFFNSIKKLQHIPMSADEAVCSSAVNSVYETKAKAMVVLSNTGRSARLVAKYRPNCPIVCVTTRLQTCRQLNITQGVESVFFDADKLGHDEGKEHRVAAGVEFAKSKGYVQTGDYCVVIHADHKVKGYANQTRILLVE
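ATP generated from ADP (0.1 mM) and PEP (0.5 mM) by 0.1 nM LmPK over 1 h at room temperature (pH 7.2 imidazole buffer) was detected by coupled luciferase luminescence. Values were normalized to uninhibited and no-enzyme wells.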
Pf growth 48h: P. falciparum growth inhibition at 48 hours (one generation). P. falciparum luciferase growth in erythrocytes, 48 h. Potency, µM (highest dose often 28.7 µM), for the others: at the highest dose activity change, negative = inhibition, hits mostly inhibitors. actives 5.9% (n = 310,000); note: potency is the fitted concentration of half-maximal effect; % is set by controls: 0 for no effect and ±100 for the full control effect
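Parasite viability was followed by luminescence of a genomically integrated firefly luciferase. Cultures held 0.1% parasitemia at 2% hematocrit (final), incubated under 5% CO2 at 37 C.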
TbPYK inhibitor: T. brucei pyruvate kinase inhibition. Q57TT1. TbPYK enzyme, Kinase-Glo Plus ATP luminescence, 45 min. Potency, µM (series often up to 76.8 µM), without a hit: at the top dose activity, negative = inhibition, hits mostly inhibitors. actives 0.12% (n = 410,000). AID 624173; note: potency is the fitted concentration of half-maximal effect; % is set by controls: 0 for no effect and ±100 for the full control effect; nearly all actives have a fitted effect of over 50% in size
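Assay buffer: 50 mM TEA pH 7.2, 100 mM KCl, 10 mM MgCl2, 0.05% BSA, 0.01% Tween-20. Pyruvate kinase from T. brucei plus substrate met compound, then ADP (130 uM final). Luminescence was read post 45 min RT.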
Active calls of the source: *; ? = inconclusive; . = not tested or not shown; & = joins results of further samples; [ ] = remark or other dose. Unless noted, calls come from the whole dose curve; as a rule, active = well fitted curve in the direction sought with a large enough effect; inconclusive = small, poorly fitted or top-dose-only effect, or another doubt; inactive = no such curve, though single readings can be large; an effect the other way counts as inactive or inconclusive.

SMILES,Cycloheximide cs,Pf growth 96h,Shiga toxin inh,AMA1 RON2 block,LmPK inh,Pf growth 48h,TbPYK inhibitor
Cn1c2c(c(=O)n(C)c1=O)C(c1ccc(Br)cc1)C(C#N)=C(N)N2 (configuration not stated),-3.0,?,1.4,1.7%,-2.3%,52.8%[activator],-3.2%
CCC1Oc2ccc(C)cc2N(CC(=O)NCCN2CCCCCC2)C1=O (configuration not stated),-3.5,0.0%,-12.1,-7.3%,-3.4%,-7.7%,2.5%
COc1ccc(N2CCN(c3nc4ccccc4n3CC(=O)c3ccccc3)CC2)cc1,-5.0,19.9%,-11.4,-16.6%,3.7%,-0.8%,.
CCC(=O)N1CCN(c2ccc(NC(=O)c3cccs3)cc2)CC1,14.9*,13.1µM*,68.3*,-1.6%,9.9%,-4.5%,0.0%
CCN1C(=O)Cc2cc(S(=O)(=O)N3CCOCC3)ccc21,8.3,4.1%,-9.8,8.5%,5.2%,24.6%,-5.7%
Cc1ccc(OCC(=O)NNC(=S)NC(=O)c2cccs2)c(C)c1,-3.8,?,-4.5,99.4%[activator],8.3%,4.5%,2.7%
COC(=O)/C=c1/s/c(=C(/C#N)C(=O)N2CCCCC2)n(-c2ccccc2)c1=O,-6.8,-16.0%,-11.5,-5.8%,-1.0%,7.5%,-6.6%
O=C(CNC(=O)c1ccc(OC(F)F)cc1)NC1CCCc2ccccc21 (configuration not stated),-1.2,1.1%,3.0,0.9%,-0.8%,-7.3%,-3.2%
CCC(=O)c1ccc(N2CCN(C(=O)c3ccccc3Br)CC2)c(F)c1,-2.3,-11.2%,-10.8,-6.8%,2.7%,-1.3%,2.2%
Cc1cc(C)c(C)c(S(=O)(=O)N2CCN(CC(=O)NC(=O)NCc3ccccc3)CC2)c1C,-3.2,?,-12.9,3.6%,-2.8%,?,2.1%
CCc1ccc(-c2cc(C(F)(F)F)n3nc(C(=O)Nc4c(C)nn(Cc5ccccc5Cl)c4C)cc3n2)s1,-3.6,.,3.7,-1.0%,-3.8%,12.2%,-4.2%
CC1(C)CC(=O)C(C=Nc2ccccc2C(=O)O)=C(O)C1,11.0,55.1%[activator],12.3,18.3%,1.9%,1.8%,1.3%
CC(=O)NO,.,-9.4%,.,-8.7%,.,-6.5%,0.7%&1.3%
CCOC(=O)C1=C(C)Nc2ccccc2N/C1=N\S(=O)(=O)c1ccccc1,.,?,.,11.3%,.,-8.2%,4.3%
CCCNC(=O)C(Cc1ccccc1)NC(=O)c1ccc(C(F)(F)F)cc1 (configuration not stated),.,?,.,2.5%,.,-25.6%,2.9%
O=C(N/N=C1\CC(c2ccccc2)Oc2ccccc21)c1ccccn1 (configuration not stated),15.4*,-43.1%[5.75 µM],50.6*,43.9%[activator],-3.2%,?,4.2%
N#Cc1ccc2c(c1)NC(=O)C1CCCN21 (configuration not stated),-0.9,11.0%,10.5,7.7%,-0.4%,?,-4.4%
C[C@@H](NC(=O)c1nc[nH]c1C(=O)N(C)Cc1ccccc1)c1ccccc1,.,14.6%,.,25.6%,.,-12.7%,2.0%
COc1ccc(C2C(C(=O)NCc3ccco3)c3ccccc3C(=O)N2C)cc1 (configuration not stated),5.5,?,-10.5,-1.0%,-4.7%,3.8%,3.2%
CN(Cc1nc2c(s1)CCCC2)C(=O)CCc1nnc(-c2ccccc2)o1,22.6*,9.28µM*,60.6*,1.6%,-0.7%,30.2%[activator],-1.4%

The final 3 compounds of the part above open the next one:
SMILES,Cycloheximide cs,Pf growth 96h,Shiga toxin inh,AMA1 RON2 block,LmPK inh,Pf growth 48h,TbPYK inhibitor
C[C@@H](NC(=O)c1nc[nH]c1C(=O)N(C)Cc1ccccc1)c1ccccc1,.,14.6%,.,25.6%,.,-12.7%,2.0%
COc1ccc(C2C(C(=O)NCc3ccco3)c3ccccc3C(=O)N2C)cc1 (configuration not stated),5.5,?,-10.5,-1.0%,-4.7%,3.8%,3.2%
CN(Cc1nc2c(s1)CCCC2)C(=O)CCc1nnc(-c2ccccc2)o1,22.6*,9.28µM*,60.6*,1.6%,-0.7%,30.2%[activator],-1.4%
Nc1nonc1-n1nnc(C(=O)N/N=C\c2ccncc2)c1CN1CCCCC1,-1.1,79.0%,-10.8,0.0%,-8.1%,6.0%,-0.1%
Cc1cc(-c2ccc(Cl)s2)n[nH]1,29.3*,74.8%[activator],81.9*,6.7%,1.9%,53.4%[activator],2.6%
CCc1nc(NC(C)C)c2oc3ccccc3c2n1,-1.5,-5.0%,36.9,-5.2%,3.2%,0.3%,-6.4%
O=C(C1CCN(S(=O)(=O)c2cccc3cccnc23)CC1)N1CCn2c1nc1ccccc12,-6.1,11.8%,-17.7,-2.9%,1.8%,.,-5.1%
CC1CC(C)(C)CC2(C1)NC(=O)N(CC(=O)Nc1cc([N+](=O)[O-])ccc1F)C2=O (configuration not stated),.,1.3%,.,-8.2%,.,?,6.2%
CN(Cc1cccc(F)c1)C(=O)c1ccc(S(=O)(=O)N2CCOCC2)cc1,.,55.0%[activator],.,1.1%,.,?,-10.2%
Cc1ccc(-c2nc3cnccn3c2Nc2c(C)cccc2C)o1,4.5,4.1%,-8.0,-2.8%&-4.7%,1.7%,.,-9.3%
COc1ccc(-n2c(-c3ccc(Cl)cc3)c[nH]c2=S)cc1,4.1,?,13.8,33.9%[activator],-14.8%,?,-22.4%
Cn1c(=O)c2c(ncn2CC(=O)Nc2cc(Cl)c(Cl)cc2Cl)n(C)c1=O,8.3,?,-12.1,.,-1.5%,9.2%,.
Cc1cc(C)c(NC(=O)CN(C)C(=O)CCC(=O)c2ccc(C)s2)c(C)c1,.,-12.0%,.,-0.7%,.,?,6.5%
C=CCN(C)CC/C=C1\c2ccccc2CSc2ccccc21,-3.4,?,17.6,14.1µM*,4.2%,?,-4.4%
Cc1c(Cc2ccccc2)c(=O)oc2cc(OC(C)C(=O)NCC3CCC(C(=O)O)CC3)c(Cl)cc12 (configuration not stated),-1.2,10.4µM*,-7.4,-0.9%,-12.3%,-15.0%,0.7%
CN(CCCNC(=O)CCC(=O)N1CCOc2ccc(Cl)cc21)Cc1ccccc1,0.9,14.7µM*,-2.0,-12.0%,-2.7%,2.8%,-3.9%
CCCCn1c(N)c(N(CCOC)C(=O)c2ccc3c(c2)C(=O)N(c2ccccc2C)C3=O)c(=O)[nH]c1=O,.,17.5%,.,15.4%,.,0.9%,9.4%
CCCCCCn1c(CN2CCN(C)CC2)nc2c1c(=O)n(C)c(=O)n2C,1.7,-9.9%,14.3,-16.5%,4.4%,?,3.4%
COc1cc(C(=O)O/N=C2\CCCc3c2ccc(OC)c3[N+](=O)[O-])cc(OC)c1OC,1.6,2.6%,-11.7,-6.6%,-3.6%,4.4%,-8.6%
CC(=O)Nc1cccc(Nc2nc(-c3ccccc3F)nc3ccccc23)c1,-1.6,?,-13.9,8.0%,0.6%,-27.7%,-3.1%
Cc1ccc(NC(NC(=O)c2cccs2)C(Cl)(Cl)Cl)cc1C (configuration not stated),-1.9,1.6%,16.4,-6.4%,0.4%,?,7.7%
CCCC(=O)Nc1ccc(C)c(O)c1,-1.5,38.7%[activator],-10.0,1.0%,2.5%,.,-0.4%
CC(=O)c1ccc(OCC(O)CN(C)Cc2cccs2)cc1 (configuration not stated),3.8,0.8%,25.9,-16.8%,1.6%,8.9%,-12.0%

The list continues:
SMILES,Cycloheximide cs,Pf growth 96h,Shiga toxin inh,AMA1 RON2 block,LmPK inh,Pf growth 48h,TbPYK inhibitor
CC(=O)Nc1ccc(OC(=O)c2ccccc2O)cc1,.,-8.1%,.,.,.,-2.7%,3.4%
CN1CCN(C(=O)CCN2C(=O)/C(=C/c3ccc(F)cc3)SC2=S)CC1,-4.4,25.8%,-4.2,-19.3%,-0.1%,?,-1.2%
CC(=O)Nc1ccc(NC(=O)CC(C)n2ccnc2)cc1 (configuration not stated),-4.6,0.0%,-8.2,0.7%,2.3%,29.4%,8.2%
COc1cccc(NC(=O)CN(C)C(=O)CN2C(=O)c3ccc([N+](=O)[O-])cc3C2=O)c1,.,7.7%,.,9.8%,.,10.1%,10.2%
COc1cc(N/N=C/c2ccccc2O)ncn1,28.3*,?,33.2*,4.6%,-15.1%,?,-6.9%
Cc1ccc(C)c(Nc2nc3ccc(C)cc3n3cnnc23)c1,-0.7,6.8%,-2.5,-2.1%,-0.1%,?,1.3%
Cn1cccc1C(=O)OCC(=O)NC(=O)NC1CCCCC1,41.0*,59.3%[activator],63.5,4.4%,3.4%,30.7%[activator],-8.7%
Cc1cc(=O)n2[nH]c(C)c(-c3ccccc3)c2n1,-3.2,0.0%,-8.1,9.5%,-0.7%,23.4%,-6.6%
O=C(NCc1ccco1)C1CCN(c2ccc(S(=O)(=O)N3CCOCC3)cc2[N+](=O)[O-])CC1,-0.5,?,-19.0,2.5%,-1.8%,?,2.5%
N#CCC(=O)Nc1ccc(C(=O)OCC(=O)c2ccc3c(c2)OCCO3)cc1,47.5*,50.1%[activator],67.8*,6.6%,-7.8%,89.4%[activator],-14.3%
CCN(CC)C(=O)CSCc1cnn(-c2ccccc2)c1-n1cccc1,-0.2,?,9.5,5.4%,6.4%,.,2.5%
Cc1ccc(N(C)S(=O)(=O)c2cccc(C(=O)NCCCN3CCCC3=O)c2)cc1,.,?,.,-3.4%,.,?,-8.3%
O=C(c1ccco1)N(Cc1cccc(F)c1)C1CCS(=O)(=O)C1 (configuration not stated),-4.1,15.1%,-8.4,-11.2%,-1.6%,4.4%,19.1%
O=c1cc(Cl)[nH]c(=O)n1CCNc1ncc(C(F)(F)F)cc1Cl,35.5*,36.1%[activator],93.8*,4.3%,1.0%,17.5%,1.0%
O=C(c1cnn2c(C(F)(F)F)cc(-c3ccc(Br)cc3)nc12)N1CCOCC1,2.3,22.6%,-2.2,3.8%,3.7%,.,-5.0%
O=C(Nc1ccc(Cl)cc1)c1ccco1,33.5*,5.22µM*,55.3,-4.7%,-4.3%,131.4%[activator],-4.4%
Cc1ccc(/C=c2\sc3nc(-c4cccs4)nn3c2=O)o1,7.3,.,-8.9,-2.5%,13.7%,3.6%,-17.2%
